# hERG WT inh: inhibitors of human wildtype KCNH2 potassium channel | Q12809 | actives 0.37% (n = 340,000) | activity change, % at 1.84 µM | U2OS, BacMam KCNH2, thallium flux FluxOr; active compounds read low;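 active = maximum activity change below -70%; inconclusive = maximum activity change between -70% and -50%; inactive = maximum activity change above -50%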
#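 U2OS cells were transduced with wild-type KCNH2 virus (2.03 x 10^8 / mL) for 4 h at room temperature, then cultured overnight at 37 C. Thallium flux was read with FluxOr dye. Rate constants were normalized to DMSO controls.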
# Giardia killer: Giardia lamblia killing; AID 540267; activity change, % at 7.66 µM, hits read low; Giardia lamblia trophozoite viability; actives 0.15% (n = 340,000); in the data active = activity change below about -80%; inconclusive = between about -30% and that limit;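 note: parasites exposed to compound for two days anaerobically before the ATP read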
#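 Luminescent ATP signal served as the viability read-out, measured 15-30 min after adding ATP detection reagent to trophozoites that had been incubated with compounds for 48 hrs at 37 deg C anaerobically at 100 cells/well.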
# Chronic BCR inh: blocks chronic active B-cell receptor signaling; ABC-DLBCL IkBa-CBG/CBR reporter, luminescence ratio, 4 h; Potency, µM (doses to about 46.1 µM), for the others: at the top dose ratio change, negative = lower green/red ratio, hits mostly inhibitors; actives 0.05% (n = 340,000); AID 493014; active = well fitted inhibition curve with a large enough effect in the signal ratio, with a control signal flat, not every such curve was filed as active; inconclusive = small, poorly fitted or top-dose-only effect, or effect the other way, or a change in a side signal; the % refers to the signal ratio;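 note: potency is the fitted concentration of half-maximal effect; plate controls were basal doxycycline-induced cells for no effect and cells given 10 µM MG132 for full effect; MG132 reads +100%, hits lower the ratio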
#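 Cell line TMD8 (human ABC DLBCL), stably expressing tet-inducible CBG68-IkBa fusion and CBR; IMDM/0.5% FBS; cpd up to 46 uM; dox induction, 4 h, 37C/5% CO2; dual luminescence; green/red ratio; MG132 control.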
# PKM2 act: PKM2 (human) enzyme activation. P14618. purified PKM2, Kinase-Glo ATP luminescence, activation; response scale: 0% is enzyme alone, no compound. Potency, µM (doses to about 57.5 µM), inactives show at the highest dose activation, most hits filed as activators. actives 0.34% (n = 260,000). AID 1631; note: potency is the fitted concentration of half-maximal effect; nearly all actives have a fitted effect of over 55% in size
# Target sequence (P14618 whole entry, looked up): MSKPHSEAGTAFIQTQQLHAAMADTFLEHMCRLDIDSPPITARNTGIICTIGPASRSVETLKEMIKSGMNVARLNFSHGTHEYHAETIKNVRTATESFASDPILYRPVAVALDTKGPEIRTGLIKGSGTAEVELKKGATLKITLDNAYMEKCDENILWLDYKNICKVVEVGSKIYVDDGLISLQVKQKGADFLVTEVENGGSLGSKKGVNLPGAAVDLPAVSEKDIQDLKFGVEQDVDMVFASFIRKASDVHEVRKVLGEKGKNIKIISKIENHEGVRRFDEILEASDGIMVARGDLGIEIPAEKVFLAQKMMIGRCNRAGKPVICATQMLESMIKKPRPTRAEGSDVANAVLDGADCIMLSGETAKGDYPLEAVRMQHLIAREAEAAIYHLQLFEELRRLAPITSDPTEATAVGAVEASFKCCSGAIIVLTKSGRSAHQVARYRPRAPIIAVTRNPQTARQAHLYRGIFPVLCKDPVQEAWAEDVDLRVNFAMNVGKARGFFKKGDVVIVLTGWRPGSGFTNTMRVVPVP
#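 hPK-M2, >95% pure; 0.1 mM ADP / 0.5 mM PEP final; imidazole pH7.2 buffer w/ 7 mM MgCl2, 50 mM KCl; 1 h RT; Kinase-Glo lum. Intermediate enzyme activity for dual inhibitor/activator qHTS.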
# GALK inhibitor: blocks human galactokinase activity; P51570; Purified GALK, Kinase-Glo residual ATP luminescence; Potency, µM (highest dose often 57.5 µM), inactives show at the highest dose activity change, negative = inhibition, hits mostly inhibitors; actives 0.007% (n = 270,000); note: potency is the fitted concentration of half-maximal effect
# Target sequence (P51570 whole entry, looked up): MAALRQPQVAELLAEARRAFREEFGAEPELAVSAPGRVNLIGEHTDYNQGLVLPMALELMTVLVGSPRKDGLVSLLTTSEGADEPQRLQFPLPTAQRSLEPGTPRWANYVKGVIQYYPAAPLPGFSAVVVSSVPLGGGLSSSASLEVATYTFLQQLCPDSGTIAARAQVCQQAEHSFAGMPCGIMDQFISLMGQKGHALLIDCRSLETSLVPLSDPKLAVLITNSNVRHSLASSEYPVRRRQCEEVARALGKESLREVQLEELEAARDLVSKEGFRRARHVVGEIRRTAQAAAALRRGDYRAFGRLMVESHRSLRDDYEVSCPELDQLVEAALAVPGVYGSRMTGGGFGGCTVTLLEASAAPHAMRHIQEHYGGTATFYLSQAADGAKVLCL
#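 5 nM enzyme, 35 uM ATP, 100 uM galactose, 20 mM HEPES pH8.0, 5 mM MgCl2; 1 h RT; residual ATP by Kinase-Glo Plus luminescence, qHTS format.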
# B2AR arrestin: recruits beta-arrestin to the human beta2-adrenergic receptor; beta-arrestin recruitment to beta2AR, cell-based reporter; Potency, µM (doses to about 46.1 µM), for the others: at the highest dose activation, actives largely listed as activators; actives 0.02% (n = 330,000);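 note: potency is the fitted concentration of half-maximal effect; 0% = DMSO controls and full agonism = EC100 isoproterenol or metaproterenol; nearly all actives have a fitted effect of over 65% in size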
# USP2a inh: blocks human ubiquitin-specific protease USP2a. AID 463254. actives 0.01% (n = 330,000). USP2 core, Ub-CHOP2 coupled fluorogenic reporter, 485/531. O75604. Potency, µM (series often up to 38.3 µM), for inactives: at the highest dose activity change, negative = inhibition, actives largely listed as inhibitors;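 note: potency is the fitted concentration of half-maximal effect; plate controls were DMSO wells for no effect and full inhibition by NEM control for full effect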
#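 Cell-free coupled assay: 10nM USP2 core preincubated 30min RT with compound in Tris-HCl pH 8.0/CaCl2/CHAPS buffer, then 25nM Ub-CHOP2 and 25nM reporter substrate; fluorescence (Ex 485/Em 531) read after 60min RT, normalized to NEM inhibition, concentration-response curves fitted.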
# KCNH2 3.1 inh: inhibitors of human KCNH2 3.1 potassium channel isoform. actives 0.95% (n = 340,000). U2OS KCNH2 3.1, thallium flux FluxOr; active compounds read low. activity change, % (tested at about 1.8 µM). AID 720553;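 active = maximum activity change below -70%; inconclusive = maximum activity change from -70% to -50%; inactive = maximum activity change above -50%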;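 note: thallium influx rate constant from kinetic fluorescence after stimulation buffer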
#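 Virally transduced U2OS (3.1 isoform, 4 h infection in dark at RT) → overnight 37 C → FluxOr + Red40 in HBSS/HEPES, 45 min → stimulation buffer, 2 min kinetic read → rate constant vs DMSO controls.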
# FBPA coupling cs: coupling enzyme interference in Giardia aldolase counter-screen | coupling enzyme system counterscreen, AmpLite Red fluorescence | activity change, negative = inhibition, % at 58.2 µM, hits read low | actives 0.67% (n = 290,000) | AID 2472; in the data active = activity change below about -30%
#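 Activity here indicates interference with the coupling reaction, not aldolase inhibition. Compounds at 57.5 uM final met coupling enzymes for 10 min at RT; substrate and AmpLite Red detection followed, with a 525/598 nm fluorescence read after 20 min.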
# uPA generation: cell surface uPA generation inhibition; Potency, µM (series often up to 38.3 µM), without a hit: top-dose activity change, negative = inhibition, actives largely listed as inhibitors; cell surface uPA generation assay, qHTS; actives 0.31% (n = 330,000); AID 540303; active = well fitted inhibition curve with a large enough effect; inconclusive = small, poorly fitted or top-dose-only effect; inactive = no such curve, though single readings can be large or run the other way; tested in mouse RAW 264.7 cells; note: potency is the fitted concentration of half-maximal effect; nearly all actives have a fitted effect of over 55% in size
# Eya2 phos inh: blocks the phosphatase activity of human Eya2; O00167; AID 488837; Potency, µM (top dose mostly 76.9 µM), for inactives: at the top dose activity, negative = inhibition, usual class: inhibitors; recombinant Eya2, OMFP fluorescence dephosphorylation (OMFP is methylfluorescein phosphate); actives 0.006% (n = 330,000); note: potency is the fitted concentration of half-maximal effect
#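 Eya2 (0.2 uM) preincubated 10 min at ambient with compound, then OMFP substrate added at 50 uM; 10 min reaction in 50 mM HEPES pH 7.5, 50 mM NaCl, 5 uM MgCl2, 0.05% BSA, 1 mM DTT. Fluorescence read at Ex 485/Em 525 nm.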
# Starred values were filed as active, the others as inactive; ? = inconclusive; · = not tested or not shown; & = joins results of further samples; [ ] = dose if it differs, or a comment. Unless noted, calls come from the whole dose curve; as a rule, active = well fitted curve in the direction sought with a large enough effect; inconclusive = small, poorly fitted or top-dose-only effect, or another doubt; inactive = no such curve, though single readings can be large; an effect the other way counts as inactive or inconclusive. Unless noted, % is set by controls: 0 for no effect and ±100 for the full control effect. An unsorted share of the library. Share with any hit: about 2.4%.
SMILES,hERG WT inh,Giardia killer,Chronic BCR inh,PKM2 act,GALK inhibitor,B2AR arrestin,USP2a inh,KCNH2 3.1 inh,FBPA coupling cs,uPA generation,Eya2 phos inh
O=C(CCNC(=O)C1CCN(S(=O)(=O)c2ccccc2)CC1)NCc1ccncc1,11,-7,-7%,·,-2%,-1.1%,3%,12,·,13%,-3%
CCOc1ccc(C2C=C(c3ccc(C)cc3)Nc3nnnn32)cc1 (stereo unspecified),5,1,?,2%,5%,0.5%,8%,-12,3,2%,0%
COc1ccc(OCC(O)CNS(=O)(=O)c2cccs2)cc1 (stereo unspecified),-4,-18,?,·,0%,-0.2%,5%,-4,0,9%,0%
COCCNC(=O)/C(C#N)=C/c1ccc(OCc2ccc(F)cc2)cc1,1,-10,?,0%,0%,-0.2%,7%,14,-2,-1%,-8%
COc1ccc(CNC(=O)c2cccc(S(=O)(=O)N3CCN(C)CC3)c2)cc1,-3,-13,0%,-5%,0%,0.3%,0%,-3,5,-1%,-12%
CC(C)(C)c1ccc(-c2c(C(=O)O)c(C(=O)O)c3n2CSC3)cc1,3,-9,0%,·,-2%,-0.9%,2%,-16,16,7%,-4%
COC(=O)C1=C(C)NC(=S)N(C(C)=O)C1c1ccc(OC)c(OC)c1 (stereo unspecified),-4,2,5%,0%,1%,-0.2%,2%,-15,1,5%,5%
COc1ccc2oc(C)c(C(=O)NN)c2c1,-3,-17,-4%,5%,4%,-0.1%,6%,19,-1,-10%,8%
Cc1ccc(-c2nc(S(=O)(=O)c3ccc(C)cc3)c(N(C)C)o2)cc1,1,-5,4%,6%,-1%,5.6%,0%,-33,-1,0%,4%
NC(=O)c1ccsc1NC(=O)COC(=O)C1=NNC(=O)CC1,25,-8,1%,·,·,-0.3%,-1%,6,·,13%,-4%
COc1ccc(CNC(=O)NCc2ccc(OC)c(OC)c2)cc1OC,-3,5,4%,3%,7%,0.3%,3%,18,2,-2%,13%
CC(C)N1CCc2c(sc(NC(=O)Cc3ccccc3)c2C(N)=O)C1,7,3,?,0%,·,-0.2%,-1%,24,2,-5%,0%
CN(c1ccc(C(=O)Nc2cccc(O)c2)cc1)S(=O)(=O)c1ccccc1,-5,-7,4%,2%,-5%,0.1%,5%,-5,-4,-29%,-12%
C=CCSc1nc2sc(C)c(C)c2c(=O)n1CC=C,-6,-10,?,8%,1%,-0.6%,-1%,?,2,-4%,-1%
Cc1csc(SCC(=O)N(C)C2CCS(=O)(=O)C2)n1 (stereo unspecified),8,-20,0%,·,·,-0.4%,-1%,6,·,2%,-5%

# Compound profiles, from the list above:
# Profile of C=CCSc1nc2sc(C)c(C)c2c(=O)n1CC=C = hERG WT inh = -6; Giardia killer = -10; Chronic BCR inh = ?; PKM2 act = 8%; GALK inhibitor = 1%; B2AR arrestin = -0.6%; USP2a inh = -1%; KCNH2 3.1 inh = ?; FBPA coupling cs = 2; uPA generation = -4%; Eya2 phos inh = -1%
# Profile of CCOc1ccc(C2C=C(c3ccc(C)cc3)Nc3nnnn32)cc1 (stereo unspecified) = hERG WT inh = 5; Giardia killer = 1; Chronic BCR inh = ?; PKM2 act = 2%; GALK inhibitor = 5%; B2AR arrestin = 0.5%; USP2a inh = 8%; KCNH2 3.1 inh = -12; FBPA coupling cs = 3; uPA generation = 2%; Eya2 phos inh = 0%

# Continuation.
SMILES,hERG WT inh,Giardia killer,Chronic BCR inh,PKM2 act,GALK inhibitor,B2AR arrestin,USP2a inh,KCNH2 3.1 inh,FBPA coupling cs,uPA generation,Eya2 phos inh
Cc1cc(O)c2c(c1O)C(=O)[C@]13C(=C2O)C(=O)[C@@H]2[C@@H](O)[C@H]1[C@@H]1[C@H](O)[C@H]3C(=O)C3=C(O)c4c(O)cc(C)c(O)c4C(=O)[C@]312,-4,-13,?,·,·,-0.9%,4%,-4,·,?,-6%
COCCCNC(=O)c1cccn2c(=O)c3cc4ccccc4cc3nc12,-7,35[activator],5%,?,3%,-0.6%,2%,1,-25,·,11%
CN(c1cccc(NC(=O)COc2ccccc2)c1)S(C)(=O)=O,-13,-8,15%,-20%,0%,-2.3%,0%,14,9,-11%,-21%
O=C(Cc1ccc(-n2c(=S)[nH]c3ccccc3c2=O)cc1)N1CCC(N2CCCCC2)CC1,-3,-14,-6%,-8%,0%,-0.3%,-5%,23,0,·,-17%
CN(C(=O)COC(=O)COc1ccc2ccccc2c1)c1c(N)n(Cc2ccccc2)c(=O)[nH]c1=O,1,6,0%,·,·,0.0%,5%,-9,·,-3%,-9%
C#CCOc1ccc(OC)cc1C(c1c(C)[nH][nH]c1=O)c1c(C)[nH][nH]c1=O,-5,15,2%,2%[11.5 µM],7%,-0.6%,1%,10,1,-2%,20%
CCCn1nnnc1NCc1c(Cl)cccc1Cl,-16,-8,5%,1%,0%,-0.1%,3%,-1,0,-15%,2%
CSc1nnc(C(C)(C)C)c(=O)n1/N=C/c1ccccc1,-1,-10,-2%,-8%,2%,0.6%,0%,-1,0,2%,2%
O=c1oc2ccccc2c(Nc2ccccc2)c1CN1CCCCC1,1,4,?,0%,3%,-1.1%,-4%,32,3,-7%,-9%
COc1ccc(OCC(O)CN2CCN(c3ccc(OC)cc3)CC2)cc1 (stereo unspecified),15,0,0%,·,-9%,0.0%,7%,-18,3,1%,3%
COc1ccc(S(=O)(=O)n2ccc(-c3ccc(OCCN(C)c4ccccn4)cc3)n2)cc1,-3,12,15%,-12%,0%,-0.1%,0%,6,-1,-3%,-8%
Cc1ccc2nc(CSc3nnc(Nc4ccccc4F)s3)cc(=O)n2c1,0,9,?,-3%,-3%,-0.8%,2%,-8,-7,-4%,-5%
COC(=O)CN1C(=O)C2(OCCCO2)c2cc(Br)ccc21,-16,-3,1%,5%,3%,0.1%,5%,3,3,·,7%
CC(C)CN(C(=O)COC(=O)c1cc2c(s1)CCC2)C1CCS(=O)(=O)C1 (stereo unspecified),-7,-8,-1%,-1%,-2%,-0.2%,1%,-9,-1,4%,0%
O=C(OCC#CCSc1nnc(-c2cccc3ccccc23)o1)c1ccc(F)cc1,·,-3,1%&-4%,·,·,-0.2%&-0.5%,9%&1%,·,·,-28%,4%&3%
O=C(CN1C(=O)c2ccccc2S1(=O)=O)NCCSc1ccccc1,7,-3,0%,1%,-3%,-0.9%,1%,-13,-2,2%,7%
O=C(NCCCN1CCOCC1)c1cc(Cl)ccc1Cl,-12,-16,2%,3%,4%,-0.2%,2%,-15,1,-19%,2%
Cc1ccc(CCNC(=O)CCSCc2ccc(Cl)cc2)cc1,3,-15,-8%&-2%,12%,0%,0.3%,4%,10,5,3%,6%
Cc1cc(/C(N)=N/OC(=O)c2ccccc2Cl)no1,-2,-18,?,-34%,6%,-0.6%,0%,2,3,-16%,-15%
CCn1c(SCc2ccc([N+](=O)[O-])cc2)nnc1C(C)NC(=O)c1ccccc1Br (stereo unspecified),2,-5,2%,12%,-1%,0.4%,0%,19,2,7%,4%
Cc1cc(C)c2c(CC(=O)NNC(=O)c3ccccc3)coc2c1,-2,-5,-5%,-1%,-3%,-0.7%,-3%,-7,-2,3%,3%
Cn1c(O)c(N=NC(=O)c2ccccc2O)c2ccccc21,-6,?,?,-16%,5%,9.5%,0%,-7,-2,-6%,2%
CCOc1ccc(CN2CCN(Cc3ccon3)CC2CCO)cc1 (stereo unspecified),59,4,-24%,-5%,7%,0.1%,1%,·,2,4%,1%
COc1ccccc1N1CCN(CC(=O)Nc2ccnn2C2CCCC2)CC1,-14,?,-3%,·,·,0.1%,-1%,-12,·,3%,22%
Cc1cccc2sc(N(CCCN(C)C)C(=O)c3ccc(Cl)s3)nc12,22,-1,?,-1%,0%,-0.3%,-1%,-8,-1,2%,4%
Cc1ccc(S(=O)(=O)N(C)C)cc1NC(=O)COC(=O)c1ccc2c(=O)n3c(nc2c1)CCC3,-1,8,1%,·,·,-0.5%,1%,4,·,?,5%
CCCCCCCCN=C1NC(=O)CS1,17,-12,-3%,-6%,3%,-0.1%,3%,-1,1,·,12%

# Two records drawn at random from the list so far, as already listed:
SMILES,hERG WT inh,Giardia killer,Chronic BCR inh,PKM2 act,GALK inhibitor,B2AR arrestin,USP2a inh,KCNH2 3.1 inh,FBPA coupling cs,uPA generation,Eya2 phos inh
O=C(NCCCN1CCOCC1)c1cc(Cl)ccc1Cl,-12,-16,2%,3%,4%,-0.2%,2%,-15,1,-19%,2%
COc1ccccc1N1CCN(CC(=O)Nc2ccnn2C2CCCC2)CC1,-14,?,-3%,·,·,0.1%,-1%,-12,·,3%,22%

# Source: PubChem BioAssay
